# Screening data deposited in PubChem by National Center for Advancing Translational Sciences (NCATS).
# Pf growth 96h: P. falciparum growth inhibition at 96 hours; AID 504834; 6.9% of 320,000 active; Potency, µM (highest dose often 28.7 µM), inactives show top-dose activity change, negative = inhibition, hits mostly inhibitors; P. falciparum luciferase reporter growth, 96 h
#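 Plates of compound plus infected erythrocytes (2% hematocrit, 0.05% parasitemia final) incubate 96 hours, 37 C, 5% CO2. Detection reagent added; reduced luminescence from the parasites' luciferase reporter flags inhibition.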
# HCV inh: blocks hepatitis C virus; Huh7.5.1 HCVcc-Cre infection, luciferase reporter, 44 h; Potency, µM (top dose mostly 41.8 µM), for inactives: top-dose activity change, negative = inhibition, hits mostly inhibitors; 3.4% of 340,000 active
#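 1,000 cells/well; 4 h culture; + compound; + HCVcc-Cre (~0.5 moi); 44 h; luciferase substrate, RT 15 min; read 15 sec.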
# Pf growth 48h: inhibits P. falciparum growth in the first generation, 48 h | Potency, µM (top dose mostly 28.7 µM), for the others: at the highest dose activity change, negative = inhibition, most hits filed as inhibitors | P. falciparum luciferase growth in erythrocytes, 48 h | 5.9% of 310,000 active
#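 Here the parasites carry a stable luciferase gene and grow inside erythrocytes in Albumax-based RPMI medium with compound for one erythrocytic cycle. Activity is scored as loss of luminescent signal.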
# LmPK inh: LmPK (Leishmania mexicana) enzyme inhibition; Q27686; purified LmPK, Kinase-Glo ATP luminescence, 1 h; Potency, µM (series often up to 57.5 µM), for inactives: top-dose activity change, negative = inhibition, most hits filed as inhibitors; 0.37% of 290,000 active; AID 1721
# Target sequence (Q27686 whole entry, looked up): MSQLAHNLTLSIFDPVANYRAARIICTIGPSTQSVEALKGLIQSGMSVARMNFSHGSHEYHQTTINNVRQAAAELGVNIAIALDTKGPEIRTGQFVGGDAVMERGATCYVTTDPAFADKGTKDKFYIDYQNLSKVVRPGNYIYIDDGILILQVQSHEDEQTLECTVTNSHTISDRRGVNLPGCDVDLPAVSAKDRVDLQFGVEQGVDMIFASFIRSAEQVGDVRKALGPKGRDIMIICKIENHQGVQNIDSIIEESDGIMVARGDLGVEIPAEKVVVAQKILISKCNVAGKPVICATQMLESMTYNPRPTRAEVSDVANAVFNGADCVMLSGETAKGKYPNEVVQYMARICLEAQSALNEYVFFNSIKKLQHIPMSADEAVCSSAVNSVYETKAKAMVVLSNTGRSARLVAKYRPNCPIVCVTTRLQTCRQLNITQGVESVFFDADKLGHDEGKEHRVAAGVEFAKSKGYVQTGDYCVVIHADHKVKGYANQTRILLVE
#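 Purified LmPK (0.1 nM) with 0.5 mM PEP and 0.1 mM ADP in imidazole buffer pH 7.2 with MgCl2/KCl, 1 h at room temperature. ATP formed was read by luciferase luminescence and normalized to no-enzyme and uninhibited controls.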
# Sm TGR block: inhibitors of Schistosoma mansoni thioredoxin glutathione reductase; purified TGR, DTNB reduction, TNB absorbance 405 nm; Potency, µM (highest dose often 114 µM), inactives show top-dose activity change, negative = inhibition, usual class: inhibitors; 3% of 360,000 active; AID 485364; further: nearly all actives have a fitted effect of over 60% in size
#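 TGR 20 nM + NADPH 100 uM (dispensed conc.), cpd preinc 15 min RT; start with NADPH (500 uM addition) then DTNB (15 mM addition). Kinetic TNB absorbance, 405 nm filter. Four-parameter Hill fit across titration.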
# TbPYK inhibitor: blocks Trypanosoma brucei pyruvate kinase; Q57TT1; TbPYK enzyme, Kinase-Glo Plus ATP luminescence, 45 min; Potency, µM (doses to about 76.8 µM), without a hit: at the top dose activity, negative = inhibition, hits mostly inhibitors; 0.12% of 410,000 active; further: nearly all actives have a fitted effect of over 50% in size
#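 TbPYK + substrate in 50 mM TEA pH 7.2, 100 mM KCl, 10 mM MgCl2, 0.05% BSA, 0.01% Tween-20; cpd pinned; ADP 130 uM final; 45 min RT; Kinase-Glo Plus 10 min; luminescence endpoint.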
# * marks the source's active call; other numbers are inactive results; ? = inconclusive; . = no result given; [ ] = another dose, or the depositor's remark. The call rests on the fitted dose curve; in most records, active means well fitted curve in the direction sought with a large enough effect; inconclusive means small, poorly fitted or top-dose-only effect, or another doubt; inactive means no such curve, though single readings can be large; an effect the other way counts as inactive or inconclusive. On the % scale 0 is the no-effect control and ±100 the full control effect; potency means the concentration at half of the fitted maximal effect.
1. CCCCn1c(N)c(N(CC(C)C)C(=O)CCS(=O)(=O)c2ccc(C)cc2)c(=O)[nH]c1=O
2. CC1CCN(C(=O)CSc2nnc(-c3ccc(S(=O)(=O)N4CCOCC4)cc3)n2C)CC1
3. O=C(NCC1CCCO1)c1cc(-c2ccco2)nc2ccccc12 (stereo unspecified)
4. CN(CC(=O)Nc1ccc2c(c1)CCC2)CC(=O)Nc1ccccc1Br
5. COc1cccc(C(=O)NC(=O)Nc2nc(C)cc(C(F)(F)F)n2)c1
6. COc1ccc(/C=C2\SC(=S)N(CCCC(=O)N3CCCCC3CCO)C2=O)cc1 (stereo unspecified)

screen / no. | 1 | 2 | 3 | 4 | 5 | 6
Pf growth 96h | 0% | 7% | 14% | 10% | 44%[activator] | 8.3µM*
HCV inh | -17% | -7% | 2% | 5% | -19% | -15%
Pf growth 48h | -15% | ? | 2% | 5% | 11% | ?
LmPK inh | . | 0% | 5% | 5% | -3% | 6%
Sm TGR block | 0% | -11% | 35µM* | 2% | -1% | -9%
TbPYK inhibitor | -19% | -3% | -7% | ? | 6% | 4%

7. N#CCC(=O)Nc1ccc(C(=O)OCC(=O)NCCCc2ccccc2)cc1
8. CSCCC(=O)N1CCC(n2nccc2NC(=O)CCCc2ccccc2)CC1
9. COc1ccc(/C=C/c2c(-c3ccc(OC)cc3)oc3ccc(-c4ccc(OC)cc4)cc23)cc1
10. Cc1ccccc1OCC(=O)Nc1ccccc1-c1ccccc1NC(=O)COc1ccccc1C
11. FC(F)(F)c1cnc(NNC(=S)Nc2cccnc2)c(Cl)c1
12. O=c1nc2n(c3sc4c(c13)CCCC4)C(CBr)CS2 (stereo unspecified)

screen / no. | 7 | 8 | 9 | 10 | 11 | 12
Pf growth 96h | 1.2µM* | ? | ? | 9.3µM* | ? | ?
HCV inh | -2% | -13% | -7% | ? | ? | -9%
Pf growth 48h | -79% | ? | 8% | 8.3µM* | ? | ?
LmPK inh | 1% | -1% | -1% | 2% | 5% | 1%
Sm TGR block | 11% | -27% | -5% | -15% | -9% | -21%
TbPYK inhibitor | 5% | 10% | -1% | -19% | -5% | -8%

13. CCn1nnc(-c2ccccc2NS(=O)(=O)c2ccc(S(=O)(=O)N3CCCCCC3)cc2)n1
14. CCC1CCCCN1C(=O)CCS(=O)(=O)c1ccc2c(c1)CCN2C(C)=O (stereo unspecified)
15. O=C(CCCCn1c(=O)[nH]c2ccsc2c1=O)NCCc1ccccc1
16. CSc1nc2ccc(S(=O)(=O)N(C)C)cc2s1
17. CC(C)N(C(=O)CN1CCN(S(=O)(=O)c2ccc(Br)s2)CC1)C(C)C
18. Cc1ccc(C(=O)N/N=C2\CCCc3ccccc32)c(C)c1

screen / no. | 13 | 14 | 15 | 16 | 17 | 18
Pf growth 96h | -11% | -26% | 0% | 12µM* | ? | 274%[activator]
HCV inh | ? | 14% | -3% | 13% | 9% | -13%
Pf growth 48h | -24% | -15% | -20% | . | ? | 110%[activator]
LmPK inh | 1% | -2% | 6% | -2% | . | 1%
Sm TGR block | 1% | -26% | 29% | 0% | 3% | -11%
TbPYK inhibitor | 1% | -5% | -12% | 4% | -11% | -3%

19. CN(C)c1c(F)cc(C(=O)NCc2ccccc2)cc1F
20. CC(=O)c1cccc(OCC(O)CN2CCN(C(=O)c3ccco3)CC2)c1 (stereo unspecified)
21. Cn1c(CN2CCCCC2)nc2cc(NC(=O)c3ccc(F)cc3)ccc21
22. Nc1c(CO)nnn1-c1ccccc1
23. CCN1C(=O)N[C@@H](c2ccccc2)C1=O
24. Cc1c(OC(C)C(=O)N[C@@H](Cc2ccccc2)C(=O)O)ccc2c3c(c(=O)oc12)CCCC3 (stereo partly specified)

screen / no. | 19 | 20 | 21 | 22 | 23 | 24
Pf growth 96h | 42%[activator] | 0% | ? | -23% | 9%[12.8 µM] | 87%[activator]
HCV inh | 4% | 10% | 10µM* | 27% | . | ?
Pf growth 48h | 92%[activator] | -1% | 25% | 1% | 0%[12.8 µM] | 0%
LmPK inh | -1% | -4% | 0% | 2% | . | -7%
Sm TGR block | 5% | -29% | -1% | 6% | . | 3%
TbPYK inhibitor | -5% | 20% | 10% | 2% | 0%[33.2 µM] | -1%

25. CC(C)=C1C2CCC1C(C(=O)NCc1ccccc1)C2C(=O)O (stereo unspecified)
26. O=C(COc1ccc2ccc(=O)oc2c1)Nc1ccc(N2CCCCC2)cc1
27. COc1ccccc1-c1nc(C#N)c(N2CCN(c3cccc(Cl)c3)CC2)o1
28. CC(C(=O)NCC1CCCO1)n1cc([N+](=O)[O-])cn1 (stereo unspecified)
29. Cc1onc(-c2ccccc2)c1C(=O)N/N=C/c1cc2c(cc1Cl)OCO2
30. CCOC(=O)C1C(c2ccccc2)NC(=S)NC1(C)O (stereo unspecified)

screen / no. | 25 | 26 | 27 | 28 | 29 | 30
Pf growth 96h | -1% | 5% | . | ? | 51%[activator] | ?
HCV inh | 11% | 14% | ? | 8% | ? | -8%
Pf growth 48h | -15% | ? | ? | 1% | 9% | -2%
LmPK inh | 1% | . | 5% | 0% | 4% | 0%[11.5 µM]
Sm TGR block | 10% | -5% | -3% | 11% | -2% | 12%
TbPYK inhibitor | 7% | -1% | -3% | -7% | 0% | -11%

31. O=C(COC(=O)Cc1cn2ccsc2n1)NCc1ccc2c(c1)OCO2
32. COc1ccc(CCNC(=O)CCOc2cc(C)ccc2C)cc1OC
33. COc1ccccc1NC(=O)CN1CC(=O)Nc2ccccc21
34. CCC(N1CCOC1=O)S(=O)(=O)c1ccc(C)cc1 (stereo unspecified)
35. CCC(C)N1Cc2ccccc2C1=N (stereo unspecified)
36. CCOC(=O)c1ccc(N2C(=O)CC(N3CCN(C/C=C/c4ccccc4)CC3)C2=O)cc1 (stereo unspecified)

screen / no. | 31 | 32 | 33 | 34 | 35 | 36
Pf growth 96h | -9% | ? | ? | . | ? | 64%[activator]
HCV inh | -6% | -10% | 18% | 15% | 14% | -1%
Pf growth 48h | -10% | -7% | -14% | 59%[activator] | ? | ?
LmPK inh | 4% | -11% | 2% | 2% | 0% | 8%
Sm TGR block | 0% | 0% | -20% | ? | 7% | -9%
TbPYK inhibitor | -2% | 2% | 0% | -14% | 6% | 18%

# Rewritten bar-delimited: part of the list above.
item | Molecule | Pf growth 96h | HCV inh | Pf growth 48h | LmPK inh | Sm TGR block | TbPYK inhibitor
25 | CC(C)=C1C2CCC1C(C(=O)NCc1ccccc1)C2C(=O)O (stereo unspecified) | -1% | 11% | -15% | 1% | 10% | 7%
26 | O=C(COc1ccc2ccc(=O)oc2c1)Nc1ccc(N2CCCCC2)cc1 | 5% | 14% | ? | . | -5% | -1%
27 | COc1ccccc1-c1nc(C#N)c(N2CCN(c3cccc(Cl)c3)CC2)o1 | . | ? | ? | 5% | -3% | -3%
28 | CC(C(=O)NCC1CCCO1)n1cc([N+](=O)[O-])cn1 (stereo unspecified) | ? | 8% | 1% | 0% | 11% | -7%
29 | Cc1onc(-c2ccccc2)c1C(=O)N/N=C/c1cc2c(cc1Cl)OCO2 | 51%[activator] | ? | 9% | 4% | -2% | 0%
30 | CCOC(=O)C1C(c2ccccc2)NC(=S)NC1(C)O (stereo unspecified) | ? | -8% | -2% | 0%[11.5 µM] | 12% | -11%
31 | O=C(COC(=O)Cc1cn2ccsc2n1)NCc1ccc2c(c1)OCO2 | -9% | -6% | -10% | 4% | 0% | -2%
32 | COc1ccc(CCNC(=O)CCOc2cc(C)ccc2C)cc1OC | ? | -10% | -7% | -11% | 0% | 2%
33 | COc1ccccc1NC(=O)CN1CC(=O)Nc2ccccc21 | ? | 18% | -14% | 2% | -20% | 0%
34 | CCC(N1CCOC1=O)S(=O)(=O)c1ccc(C)cc1 (stereo unspecified) | . | 15% | 59%[activator] | 2% | ? | -14%
35 | CCC(C)N1Cc2ccccc2C1=N (stereo unspecified) | ? | 14% | ? | 0% | 7% | 6%
36 | CCOC(=O)c1ccc(N2C(=O)CC(N3CCN(C/C=C/c4ccccc4)CC3)C2=O)cc1 (stereo unspecified) | 64%[activator] | -1% | ? | 8% | -9% | 18%

# (listing goes on)
37. CCOC(=O)c1c(C)[nH]c(C(=O)C(C)OC(=O)c2cnc(C)cn2)c1C (stereo unspecified)
38. COc1ccc(-n2c(SCC(=O)N3CCCC(C)C3)nnc2-c2cccnc2)cc1 (stereo unspecified)
39. O=C(COC(=O)CNS(=O)(=O)c1ccc2ccccc2c1)Nc1ccc2c(c1)OCO2
40. CCCCNCc1cc(OCC)c(OCC(N)=O)cc1Br
41. O=[N+]([O-])c1ccccc1NC1CCN(Cc2ccccc2)CC1
42. COc1ccc(NC(=O)/C(C#N)=C\C=C\c2ccco2)cc1

screen / no. | 37 | 38 | 39 | 40 | 41 | 42
Pf growth 96h | -24% | ? | 28% | ? | 47%[activator] | -11%
HCV inh | 0% | 12% | 31%[activator] | . | 2% | ?
Pf growth 48h | -25% | -29% | 4% | . | ? | 15%
LmPK inh | . | 4% | 5% | 3% | -1% | 0%
Sm TGR block | -3% | 3% | 5% | -2% | 1% | -22%
TbPYK inhibitor | 4% | 2% | -7% | 1% | 1% | -13%

43. CC(=O)c1nnn(-c2ccc(F)cc2F)c1C
44. Cc1cccc(NC(=O)COc2coc(CN3CCN(c4ccccc4)CC3)cc2=O)c1C
45. COc1ccc(/C=N/Nc2nc(-c3ccc(C)cc3)c(C#N)c(=O)[nH]2)cc1
46. CC(=O)c1cc(C#N)c(SCc2ccc(F)cc2)nc1C
47. COc1cc(OC)cc(C(=O)N[C@H](C(=O)Nc2nc3ccccc3[nH]2)C(C)C)c1
48. CCc1noc(C)c1C(=O)N(C)CC(=O)Nc1ccc(F)c(F)c1F

screen / no. | 43 | 44 | 45 | 46 | 47 | 48
Pf growth 96h | 46%[activator] | ? | ? | . | -37% | 10%
HCV inh | 9% | ? | 1% | -1% | ? | 10%[8.37 µM]
Pf growth 48h | 34%[activator] | 9.3µM* | -6% | 2% | ? | -1%
LmPK inh | 5% | . | 2% | 6% | -1% | .
Sm TGR block | 2% | 0% | 4% | 0% | -2% | 6%
TbPYK inhibitor | -4% | 1% | -3% | -6% | 3% | 7%

# Two records picked at random from the list so far:
43. CC(=O)c1nnn(-c2ccc(F)cc2F)c1C
47. COc1cc(OC)cc(C(=O)N[C@H](C(=O)Nc2nc3ccccc3[nH]2)C(C)C)c1

screen / no. | 43 | 47
Pf growth 96h | 46%[activator] | -37%
HCV inh | 9% | ?
Pf growth 48h | 34%[activator] | ?
LmPK inh | 5% | -1%
Sm TGR block | 2% | -2%
TbPYK inhibitor | -4% | 3%

# Next records.
49. O=C(COC(=O)c1ccccc1Nc1ccccc1)Nc1ccccc1
50. CCCCn1c(N)c(N(CCC)C(=O)C2CCCC2)c(=O)[nH]c1=O
51. COc1ccccc1C(=O)C1CCCN(C(=O)Nc2ccccc2F)C1 (stereo unspecified)
52. COc1ccc(C(=O)NCCSCc2ccco2)cc1OC
53. Cc1cc(C(=O)Nc2ccc3c(c2)OCCO3)c(C)o1
54. Cc1nc2nc(CSc3ccc(Cl)cc3)cc(=O)n2[nH]1
55. Cc1cc(C(=O)OCC(=O)N2CC(=O)Nc3ccccc32)c(C)n1-c1ccccc1
56. CCN(CC)CCC(=O)Nc1cccc2c1C(=O)c1ccccc1C2=O
57. O=C(CSc1ccccc1)N1CCCC(Nc2ccccc2)C1 (stereo unspecified)

screen / no. | 49 | 50 | 51 | 52 | 53 | 54 | 55 | 56 | 57
Pf growth 96h | 12% | ? | ? | -8% | . | 11% | ? | 10µM* | 2%
HCV inh | -6% | 14% | -10% | 4% | -12% | -5% | ? | ? | 7%
Pf growth 48h | -5% | 8% | 93%[activator] | 21% | 150%[activator] | 10% | ? | -86% | 5%
LmPK inh | -2% | . | -13% | 3% | ? | 1% | -6% | -1% | 7%
Sm TGR block | -6% | 1% | 2% | 3% | -18% | 11% | -4% | -17% | -1%
TbPYK inhibitor | -4% | -5% | -5% | 1% | -8% | -11% | -6% | 0% | -24%
